# ABHD5-PLIN5 inh – ABHD5-PLIN5 protein interaction inhibition; Split G. princeps luciferase complementation, luminescence, 4 h; inhibition, % at 4 µM; Q00G26+Q8WTS1; actives 0.78% (n = 360,000);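 active means inhibition above the mean inhibition across every tested compound plus 3 SD, cut at about 22% in these data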;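 further: 0% = DMSO only wells and the 100% control is not disclosed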
# SRC1 inh – inhibits human SRC1 coactivator; Q15788; HEK293 GAL4-SRC1 luciferase reporter, luminescence; inhibition, % at 3.6 µM; actives 0.12% (n = 360,000);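 active means inhibition above the campaign mean plus 3 SD, with each screening campaign given its own cutoff, cut at about 60% in these data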;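 further: 0% = DMSO treated cells and 100% = gossypol at 36 µM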
# NOD2-RIPK2 inh – blocks binding of human NOD2 to RIPK2; O43353; CHO BLA complementation NOD2-RIPK2, CCF4 ratio; inhibition, % at 4.98 µM; actives 0.38% (n = 360,000); in the data active means inhibition above about 21%;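 further: 0% = vehicle only and 100% = reference blocker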
# SRC2 inh – inhibits human steroid receptor coactivator 2; AID 651957; HEK293 GAL4-SRC2 luciferase reporter, luminescence; actives 0.17% (n = 370,000); inhibition, % at 9 µM; Q15596;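 active means inhibition above the mean inhibition of all tested compounds plus 3 SD, set per campaign, cut at about 52% in these data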;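 further: 0% = DMSO treated cells and 100% = cells given Gossypol at 36 µM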
# TLR9-MyD88 inh – TLR9-MyD88 interaction inhibition; actives 0.21% (n = 340,000); AID 504734; CHO BLA complementation TLR9-MyD88, CCF4 FRET ratio; Q9NR96+Q99836; inhibition, % at 4.98 µM;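 active means inhibition above the mean over all tested compounds plus 3 SD, cut at about 21% in these data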;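 further: 0% = DMSO only wells and 100% = clavulanate BLA inhibitor control wells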
# Granule exo inh – blocks lytic granule exocytosis. TALL-104 LAMP-1 surface exposure, flow cytometry; cells stimulated with thapsigargin and PMA. inhibition, % at 10 µM. actives 0.66% (n = 360,000);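 active means inhibition above about 55%, limit read from the data; inconclusive means no clear call, values can overlap the other calls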
# COUP-TFII inh – inhibitors of human COUP-TFII (NR2F2); inhibition, % at 8.6 µM; HEK293T NGFI-A luciferase reporter, luminescence; actives 0.7% (n = 370,000); AID 686940; P24468;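 active means inhibition above a per-plate cutoff, mean inhibition of test wells between control levels plus 3 SD, cut at about 38% in these data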;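 further: cells cotransfected with COUP-TFII expression vector driving the NGFI-A reporter; 0% = median of COUP-TF2 test wells and 100% = reporter-only cells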
# NR5A2 inv ag – NR5A2 inverse agonism in reporter assay. HEK293T StAR-luciferase reporter, LRH-1 transfected, 24 h. inhibition, % at 3.6 µM. actives 0.13% (n = 360,000). O00482;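 active means inhibition above the mean inhibition of all tested compounds plus 3 SD, cut at about 73% in these data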;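 further: 0% = DMSO wells and 100% = reporter-only cells lacking LRH-1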
# TROY signal inh – blocks TROY-dependent signaling in reporter cells; inhibition, % at 10 µM; Q293 LMP1-TROYcd NF-kB luciferase reporter, 4 h; actives 0.98% (n = 360,000);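 active means compounds whose plate-normalised and pattern-corrected inhibition of the luciferase reporter signal at the single screening dose is 50% or more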
# SRC3 inh – human NCOA3 inhibition. actives 0.17% (n = 360,000). HEK293 GAL4-SRC3 luciferase reporter, luminescence. inhibition, % at 3.6 µM. Q9Y6Q9. AID 588352;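 active means inhibition above a per-campaign cutoff, the mean of all compounds plus 3 SD, cut at about 60% in these data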;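 further: 0% = DMSO-treated cells and 100% = gossypol-treated cells at 36 µM; higher means less SRC3-driven luciferase light from the GAL4 reporter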
# Target sequence (Q9Y6Q9 whole entry, looked up, the tested form may be a part): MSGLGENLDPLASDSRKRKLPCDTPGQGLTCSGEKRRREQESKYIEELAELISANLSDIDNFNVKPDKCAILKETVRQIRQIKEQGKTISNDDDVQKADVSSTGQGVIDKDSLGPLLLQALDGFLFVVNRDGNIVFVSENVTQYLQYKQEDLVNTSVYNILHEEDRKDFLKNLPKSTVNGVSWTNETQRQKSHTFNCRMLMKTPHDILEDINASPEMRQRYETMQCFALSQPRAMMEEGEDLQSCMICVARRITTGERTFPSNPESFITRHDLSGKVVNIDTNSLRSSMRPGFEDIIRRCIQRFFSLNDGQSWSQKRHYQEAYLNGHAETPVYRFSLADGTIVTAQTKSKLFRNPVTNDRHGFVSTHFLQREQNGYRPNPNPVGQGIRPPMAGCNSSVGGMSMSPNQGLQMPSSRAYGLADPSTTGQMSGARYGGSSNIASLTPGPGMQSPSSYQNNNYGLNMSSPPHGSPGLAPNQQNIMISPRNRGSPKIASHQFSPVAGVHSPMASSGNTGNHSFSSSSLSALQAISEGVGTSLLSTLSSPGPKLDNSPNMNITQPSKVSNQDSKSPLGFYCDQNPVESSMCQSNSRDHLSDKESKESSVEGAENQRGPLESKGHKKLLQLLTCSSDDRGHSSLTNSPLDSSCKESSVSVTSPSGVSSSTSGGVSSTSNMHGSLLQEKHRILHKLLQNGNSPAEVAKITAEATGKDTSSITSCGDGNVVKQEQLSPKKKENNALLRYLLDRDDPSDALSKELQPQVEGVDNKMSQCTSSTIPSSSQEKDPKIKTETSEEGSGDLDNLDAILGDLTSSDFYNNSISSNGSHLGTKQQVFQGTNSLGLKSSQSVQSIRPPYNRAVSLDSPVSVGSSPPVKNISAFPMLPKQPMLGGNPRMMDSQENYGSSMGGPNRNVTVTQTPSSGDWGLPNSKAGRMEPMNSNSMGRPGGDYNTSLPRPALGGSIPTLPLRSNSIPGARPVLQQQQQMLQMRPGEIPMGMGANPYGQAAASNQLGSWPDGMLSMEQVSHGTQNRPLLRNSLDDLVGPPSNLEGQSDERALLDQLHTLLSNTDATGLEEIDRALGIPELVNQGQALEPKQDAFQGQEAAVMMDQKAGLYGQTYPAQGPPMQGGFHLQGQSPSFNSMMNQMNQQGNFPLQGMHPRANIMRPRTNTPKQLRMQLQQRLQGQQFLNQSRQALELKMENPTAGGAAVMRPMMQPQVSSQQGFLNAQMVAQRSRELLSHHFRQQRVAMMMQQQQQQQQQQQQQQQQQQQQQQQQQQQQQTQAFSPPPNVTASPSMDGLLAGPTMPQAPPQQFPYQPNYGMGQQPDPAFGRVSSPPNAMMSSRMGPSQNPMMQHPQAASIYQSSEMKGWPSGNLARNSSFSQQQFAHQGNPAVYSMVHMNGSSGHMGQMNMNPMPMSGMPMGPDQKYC
# TWEAK-Fn14 inh – inhibitors of TWEAK-Fn14 interaction signaling | AID 1159606 | inhibition, % at 10 µM | actives 2% (n = 360,000) | TWEAK-stimulated Fn14 reporter cells, luciferase luminescence, 8 h; in the data active means inhibition above about 50%
# * marks the source's active call; other numbers are inactive results; ? = inconclusive; · = no result given. These rows are one share of the data. The share of hits here may be higher or lower than overall.
SMILES,ABHD5-PLIN5 inh,SRC1 inh,NOD2-RIPK2 inh,SRC2 inh,TLR9-MyD88 inh,Granule exo inh,COUP-TFII inh,NR5A2 inv ag,TROY signal inh,SRC3 inh,TWEAK-Fn14 inh
COc1ccc2[nH]c(=O)c(CN(c3ccc(C)c(C)c3)S(C)(=O)=O)cc2c1,-1.7,-10.8,2.0,-12.1,-7.5,-5.1,12.7,15.1,-14.7,12.1,7.4
CC(=O)c1cccc(N(CC(=O)Nc2ccc(F)cc2)S(C)(=O)=O)c1,-2.6,0.1,-2.8,-30.6,5.4,9.4,12.3,0.2,-15.6,3.5,-26.1
O=C(c1ccc(C(F)(F)F)cc1)N1CCC(=O)N(C(COCc2ccc(C(F)(F)F)cc2)Cc2ccccc2)CC1 (stereo not given),-2.6,11.3,-12.3,6.3,-5.3,-0.1,1.4,20.7,7.6,-0.1,13.5
COc1ccccc1NC(=S)N1CC(C)OC(C)C1 (stereo not given),7.1,-9.0,-31.0,-19.4,0.6,19.6,-11.6,23.5,-31.2,10.9,10.9
CCOC(=O)C1=C[C@@H](C2CCCCC2)N(S(=O)(=O)c2ccc([N+](=O)[O-])cc2)[C@H]1c1ccccc1,1.9,4.0,-6.1,19.2,·,-1.4,12.0,15.9,-9.2,20.6,74.7*
CS/C(=N\S(=O)(=O)c1ccc(Cl)cc1)c1ccccc1,4.5,-1.9,-5.4,-5.6,3.1,3.8,-3.1,18.1,-18.1,15.6,18.8
NC(=O)c1ccc(N=C2C(=O)Nc3ccc([N+](=O)[O-])cc32)cc1,-24.5,5.9,5.5,0.5,4.6,3.6,-5.7,-19.2,5.5,-16.6,7.2
CCOC(=O)C1=C(N)n2c(s/c(=C\c3ccncc3)c2=O)=C(C(=O)OCC)C1c1ccncc1 (stereo not given),1.0,-15.3,-13.4,-10.2,·,0.5,-8.0,-3.4,11.7,7.0,-2.9
O=C(NNC(=O)c1c(F)cccc1F)c1ccccc1OC(F)(F)F,3.1,3.6,-1.0,14.3,0.8,6.9,-14.3,8.2,-42.4,11.6,8.6
CC(=O)Nc1c(-c2ccc(F)cc2)nc2ccccn12,0.8,-12.1,-11.2,-0.8,6.5,-3.9,-0.5,-2.0,1.1,-5.1,-14.6
CC1(C)C(=O)Nc2ccccc2N1C(=O)COC(=O)c1cccs1,-2.2,11.8,10.3,14.8,3.0,-1.7,3.9,3.0,-4.2,-7.8,15.8
O=c1[nH]c2ccc(S(=O)(=O)Nc3ccc(Cl)cc3)cc2o1,-7.2,-2.7,-0.1,-22.5,-5.0,1.9,-5.4,-8.8,-1.9,9.3,-2.3
Cc1ccsc1CN(C)CC(=O)NCC(=O)Nc1ccc(F)cc1,1.5,4.3,-5.0,5.1,-1.7,10.2,-9.9,1.1,6.5,10.4,2.6
CCOC(=O)c1cnc(-n2nc(C)cc2C)nc1N1CCOCC1,1.9,-1.8,-0.1,-27.0,3.8,2.0,-1.6,0.5,-2.6,18.5,-3.5
Cc1cc(C)c(S(=O)(=O)Nc2nnc(CC(C)C)s2)c(C)c1,-9.4,0.7,3.4,12.8,0.7,-1.2,12.5,2.3,3.2,-8.6,-6.6
NC1=C(O)C(=O)C(c2ccccc2)O1 (stereo not given),-3.0,-4.4,6.8,-34.5,-0.5,-6.3,2.5,-1.1,21.5,6.0,6.2
CC1CCCCC1NC(=O)COC(=O)c1ccc2ccccc2n1 (stereo not given),-1.6,11.2,-3.0,17.9,4.8,-5.1,-13.0,-0.2,-5.1,15.5,-25.2
CC(C)N1CCN(c2ccc(S(=O)(=O)N3CCOCC3)cn2)CC1,2.2,-4.4,-14.7,-5.5,-0.9,0.8,3.1,17.1,0.1,7.1,-0.6
O=C(O)CC(NC(=O)c1sc2ccccc2c1Cl)c1ccc(OC2CCCC2)cc1 (stereo not given),1.3,-2.4,-1.2,25.6,10.9,-4.2,12.8,-6.9,9.3,13.4,1.9
NC(=O)C1CCN(c2oc(/C=C/c3ccccc3)nc2S(=O)(=O)c2ccccc2)CC1,4.6,12.7,4.1,-10.6,-2.0,-1.2,-14.1,11.5,-7.2,14.0,4.2
O=C(CSc1nnc(-c2ccccn2)n1Cc1ccco1)c1ccc(-c2ccccc2)cc1,57.4*,-13.2,-6.2,-23.1,-7.6,5.6,7.5,0.3,-2.1,-3.0,1.7
O=C(COc1ccc(S(=O)(=O)NCc2ccccc2)cc1Cl)N1CCOCC1,-3.6,14.1,1.2,0.3,9.8,-1.4,1.4,-0.9,5.2,-4.8,-12.1
COc1ccccc1/C=C1\CCC(C2CCCC2)C1=O (stereo not given),-14.3,-50.8,-5.2,-23.2,-4.6,2.3,-27.3,-28.9,-27.5,-41.5,-11.1
O=S(=O)(c1ccc(F)cc1)N1CCN(C(=S)NC2CC2)CC1,-5.9,2.0,-9.5,20.3,-1.1,5.0,-8.1,-6.3,7.8,-5.1,4.3
Cc1cc(C)c(CN2CCN(CCCn3cnc(C(=O)Nc4ccc(C)c(C)c4)n3)CC2)c(C)c1,7.5,5.6,4.7,16.8,-2.2,57.0*,15.7,-9.3,12.1,0.1,-15.4
O=C(CC(=O)Nc1ccccc1C(=O)O)NNC(=O)Cc1ccccc1,-2.7,-6.8,-4.2,-10.4,7.1,-2.5,-1.2,5.3,0.3,-6.0,-2.1
NS(=O)(=O)c1ccc(CCNC(=O)C2CCN(S(=O)(=O)c3ccccc3)CC2)cc1,3.2,2.2,-3.4,-4.9,-4.4,7.8,24.4,7.7,0.1,16.6,-12.7
Cc1csc(NC(=O)Cc2c(F)cccc2Cl)n1,6.8,-81.6,6.2,-20.1,0.0,-10.2,-14.6,-69.4,-51.7,-83.5,-11.5
COc1ccc(C(c2nnnn2CC2CCCO2)N2CCC(C(N)=O)CC2)cc1 (stereo not given),1.0,-0.9,-5.1,1.1,-9.9,-1.0,-10.1,-0.8,5.3,-22.2,-9.0
COc1ccc(-c2csc(C(C)(O)c3cccc(F)c3)n2)cc1OC (stereo not given),1.8,7.3,0.4,-19.9,·,-4.1,2.7,21.4,3.0,-4.3,-1.7
O=C(O)CC(C(=O)O)n1nc(-c2ccccc2)cc1-c1ccccc1 (stereo not given),-6.4,-47.9,-5.5,-8.2,6.9,-3.5,-7.7,-71.0,-49.3,-38.1,-19.2
O=C(O)c1ccccc1NN=C1CCCCC1,-2.7,-127.8,-8.3,-18.2,-11.7,0.7,-4.4,-178.5,6.9,-66.3,-1.9
CN1CCN(C(=O)C2=C[C@@H](c3csc4ccccc34)C[C@@H](OCc3ccc(CO)cc3)O2)CC1,8.3,-12.4,-7.8,-23.2,2.3,-0.5,3.1,-6.8,9.9,3.6,-8.6
COc1ccc(C)cc1NC(=O)C(OC(=O)C1=NNC(=O)CC1)c1ccccc1 (stereo not given),-6.0,-0.7,-18.5,-18.7,-8.0,5.5,21.4,9.8,-6.8,14.6,6.2
CCOc1ccc(/C(O)=C2/C(=O)C(=O)N(c3ccccn3)C2c2ccc(C)cc2)c(C)c1 (stereo not given),-1.7,6.7,-16.4,-1.4,4.8,?,-9.3,-10.6,-41.6,-18.0,-31.7
Cc1ccccc1-c1nnn(CC(=O)NCc2ccc3c(c2)OCO3)n1,-3.4,-11.8,-0.5,-15.3,-8.5,-4.0,-0.7,-3.4,-26.4,13.0,-28.2
CCOC(=O)CNC(=O)c1cn(CC(C)C)c(=O)c2cc(OC)c(OC)cc12,2.4,-33.7,-3.4,-33.0,6.8,-2.6,-19.6,6.5,-0.2,-4.7,16.7
O=C(c1nnc(Cc2ccc(Cl)cc2)o1)N1CCc2ccccc2C1,-2.6,-3.2,-0.1,-14.4,2.6,0.1,-7.8,16.4,7.4,-2.3,-6.9
C/C=C\C=C\C(=O)N1CC2(CC(c3cccc(NC(=O)/C(C)=C\C)c3)=NO2)C[C@H]1C(N)=O (stereo not given in full),13.3,1.0,1.4,19.5,1.2,1.3,12.4,17.1,12.2,7.9,-10.2
Cc1ccc(CC(=O)Nc2nccs2)cc1,2.3,-3.9,0.7,-13.3,3.4,-6.4,12.4,5.0,-14.7,1.8,-3.2
O=C(CCN1C(=O)c2ccccc2C1=O)Nc1ccc(-c2nc3ccccc3s2)cc1,-0.7,-98.1,-4.2,-75.7,-11.6,2.1,-6.9,-88.5,-47.2,-85.3,-43.1
Cc1ccc(C(=O)NC(C)c2ccc(S(N)(=O)=O)cc2)s1 (stereo not given),-0.8,1.6,-3.6,-11.7,7.6,-6.2,9.0,-5.6,-8.0,-10.1,44.8
Cc1ccc(CSCCNC(=O)c2ccccc2)cc1,-0.3,-0.2,-2.3,0.5,-5.3,10.3,0.2,13.1,4.2,13.9,10.4
CCN1CCCC1CNC(=O)C(NC(=O)C1CCC(C)CC1)C(C)C (stereo not given),0.0,-1.9,-8.3,-6.3,0.9,1.9,8.2,19.4,4.5,7.5,-1.6
CCN1CC=C2C(C#N)=C(N)C(C#N)(C#N)C(CCc3ccccc3)C2C1 (stereo not given),-5.6,-10.7,-1.6,16.1,-7.6,-1.0,13.1,4.5,-0.5,-6.3,-8.5
Cc1ccc(NC(=O)C2CCCN(C(=O)c3ccc(Cl)cc3)C2)cc1C (stereo not given),6.0,-63.1,-1.2,-24.0,5.0,-0.7,-19.2,-107.0,-45.6,-58.9,-4.3
CCCC(C)(C)C(=O)N1CCC1(C)C(=O)Nc1ccc(OC)c(OC)c1 (stereo not given),-3.2,12.1,-2.8,-27.5,·,-4.5,-10.8,11.5,-14.1,2.8,1.8
CCOC(=O)C1(Cc2ccccc2)CCN(Cc2cccn2-c2nccs2)CC1,2.9,11.3,-4.8,1.4,-7.0,4.0,-6.3,21.1,-4.5,26.4,-9.2
O=C(NC1CCN(Cc2ccccc2)CC1)c1c(Cl)cccc1Cl,5.8,9.7,1.8,-13.5,0.6,-7.8,-10.9,27.4,6.3,7.0,-1.5
CCC1=Nc2cc(C(=O)NCCN3CCOCC3)ccc2Sc2ccccc21,8.5,7.0,1.0,9.8,7.0,-8.4,-6.3,14.8,-11.4,3.7,1.2
COc1ccc(N2C(=O)C3CCCN3C2c2cccc(C)c2)cc1 (stereo not given),-9.5,-30.6,-2.0,-20.4,-5.6,-0.2,-4.9,14.1,-15.9,0.1,-3.6
CN(CCO)c1cccc2c1S(=O)(=O)N[C@@H](Cc1ccccc1)CO2,7.5,·,-6.8,-3.5,·,-3.6,-7.9,-5.0,-6.2,·,-7.6
CC(OC(=O)c1ccc(S(=O)(=O)N(C)C)cc1)C(=O)Nc1ccc(Cl)cn1 (stereo not given),-3.1,2.4,3.5,-1.1,-4.6,0.2,20.9,1.6,-1.3,4.6,12.5

# A section from further up:
SMILES,ABHD5-PLIN5 inh,SRC1 inh,NOD2-RIPK2 inh,SRC2 inh,TLR9-MyD88 inh,Granule exo inh,COUP-TFII inh,NR5A2 inv ag,TROY signal inh,SRC3 inh,TWEAK-Fn14 inh
Cc1ccc(C(=O)NC(C)c2ccc(S(N)(=O)=O)cc2)s1 (stereo not given),-0.8,1.6,-3.6,-11.7,7.6,-6.2,9.0,-5.6,-8.0,-10.1,44.8
Cc1ccc(CSCCNC(=O)c2ccccc2)cc1,-0.3,-0.2,-2.3,0.5,-5.3,10.3,0.2,13.1,4.2,13.9,10.4

# High-throughput results from PubChem BioAssay.
